Epigenetic mod – epigenetic GFP locus derepression in mouse cells; mouse C127i GFP locus derepression, cytometry, 30 h; Potency, µM (series often up to 46.1 µM), for inactives: top-dose GFP derepression (activation); hit rate 0.09% among 68,000; AID 597; active = well fitted curve in the direction sought with a large enough effect; inconclusive = small, poorly fitted or top-dose-only effect; also: % of control where 0% means no effect
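Derepression screen: silenced CMV-GFP reporter in murine C127i cells, 30 h compound incubation at 37 C, washed cells imaged by laser-scanning cytometer to enumerate GFP-expressing objects of 20 to 120 um.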
Numbers without * were called inactive; ? = inconclusive; [ ] = another dose, or the depositor's remark. The list is partial (hit frequency here may not be typical).

cpd	molecule	Epigenetic mod
1	CC1CN(C2CCN(C(=O)c3ccccc3)CC2)CC(C)O1 (centres undefined)	0.0%[20.6 µM]
2	CCOC(=O)C1=C(N)n2c(s/c(=C\c3cccnc3)c2=O)=C(C(=O)OC)C1c1cccnc1 (centres undefined)	10.5%[20.6 µM]
3	CC(=O)NCC(=O)OCN1C(=O)c2ccccc2C1=O	2.3%[20.6 µM]
4	Nc1nnnn1CC(=O)OCc1cccc(Br)c1	-2.3%[20.6 µM]
5	CCOc1cccc(-c2nnc3sc(-c4cc(OC)c(OC)c(OC)c4)nn23)c1	3.8%[20.6 µM]
6	CNC(=O)c1ncnnc1N(C)C(=O)NCc1ccccc1	0.0%[20.6 µM]
7	CC12CCC(C(=O)NCCCN3CCOCC3)(OC1=O)C2(C)C (centres undefined)	-2.5%[20.6 µM]
8	c1ccc(-n2ncc3c(N4CCCC4)ncnc32)cc1	5.9%[20.6 µM]
9	CSc1nc(C)cc(OCCNS(=O)(=O)c2cc(C)ccc2C)n1	0.0%[20.6 µM]
10	O=C(c1ccc(-n2cnnn2)cc1)N1CCOCC1	5.3%[20.6 µM]
11	Fc1ccccc1/C=N/n1cnnc1	-0.5%[20.6 µM]
12	CC(C)Cc1[nH]c(=O)c(C#N)c2c1COC(C)(C)C2	-2.6%[20.6 µM]
13	COc1cccc(Cn2c(Oc3ccccc3)nc3c2c(=O)n(C)c(=O)n3C)c1	-3.8%[20.6 µM]
14	N#CCCSc1nc(N2CCOCC2)c2c(c1C#N)CCCC2	-0.3%[20.6 µM]
15	CCN(CC)c1ccc2c(C)c(-c3ccc(N)cc3)c(=O)oc2c1	-2.6%[20.6 µM]
16	COc1cccc(N2CCN(c3ncnc4c3[nH]c3ccc(F)cc34)CC2C)c1 (centres undefined)	7.7%[20.6 µM]
17	Cc1nnc2n(Cc3ccccc3)c(=O)c3c4c(sc3n12)CN(Cc1ccccc1)CC4	4.8%[20.6 µM]
18	CC1CN(c2oc(-c3cccs3)nc2C#N)CC(C)O1 (centres undefined)	-3.7%[20.6 µM]
19	COC(=O)c1ccccc1NC(=O)C1COc2ccccc2O1 (centres undefined)	2.6%[20.6 µM]
20	CCCCNC(=O)c1c(N)n(/N=C/c2cccnc2)c2nc3ccccc3nc12	-2.3%[20.6 µM]
21	C[C@]12CC[C@@H]3c4ccc(O)cc4C(=O)C[C@H]3[C@@H]1CC[C@@H]2O	-3.8%[20.6 µM]
22	Cc1ccc2cc(CNC(C)C)c(=O)[nH]c2c1	-1.7%[20.6 µM]
23	COC(=O)/C=c1/s/c(=C(\C#N)C(=O)NCc2ccco2)n(-c2ccccc2)c1=O	3.8%[20.6 µM]
24	CCCCCOc1ccccc1C(=O)NCCCC(=O)O	-0.5%[20.6 µM]
25	COCC(C)Nc1ncnc2c1cnn2-c1ccc(Cl)cc1 (centres undefined)	1.5%[20.6 µM]
26	CC1CN(c2oc(-c3ccccc3Cl)nc2C#N)CC(C)O1 (centres undefined)	3.8%[20.6 µM]
27	COC(=O)c1cc(Br)c(=O)n(-c2nccs2)c1	19.2%[20.6 µM]
28	Cn1c(Cl)cnc1C1CC(=O)c2cc(Cl)ccc2O1 (centres undefined)	0.0%[20.6 µM]
29	CCCCCOc1ccccc1C(=O)NCC(=O)O	4.9%[20.6 µM]
30	CC12CCC(=O)N1c1c(sc3nc(N4CCOCC4)c4c(c13)CCCC4)C(=O)N2 (centres undefined)	7.9%[20.6 µM]
31	COc1ccc(/C(O)=C2/C(=O)C(=O)N(CCN(C)C)C2c2ccccn2)cc1OC (centres undefined)	6.1%[20.6 µM]
32	CC(C)N1CCc2c(sc(N)c2C#N)C1	2.6%[20.6 µM]
33	Oc1ccc2ccccc2c1C=NC12CN3CCN(CN(C3)C1)C2	-1.7%[20.6 µM]
34	O=C(CC(c1ccco1)S(=O)(=O)c1ccccc1)c1ccc(F)cc1 (centres undefined)	3.16µM*
35	Cn1c(=O)c2c(nc(N3CCC(C(N)=O)CC3)n2CCSc2nc3ccccc3s2)n(C)c1=O	-1.5%[20.6 µM]
36	CC(=O)N1CCN(C2c3cccc4cccc(c34)C2NS(=O)(=O)c2ccccc2)CC1 (centres undefined)	-0.4%[20.6 µM]
37	CN/C(=C/[N+](=O)[O-])NCCSCc1ccc(CN(C)C)o1	0.0%[20.6 µM]
38	Cc1[nH]c2ccc3c(ncn3CCC#N)c2c1C	5.3%[20.6 µM]
39	O=C1CC(NCc2ccc3c(c2)OCO3)C(=O)N1Cc1ccc2c(c1)OCO2 (centres undefined)	0.0%[20.6 µM]
40	CC12CN3CC(C)(CN(C1)C3c1ccc(Br)cc1O)C2 (centres undefined)	5.3%[20.6 µM]

Shown field by field: part of the list above
[32] CC(C)N1CCc2c(sc(N)c2C#N)C1
  Epigenetic mod: 2.6%[20.6 µM]

[33] Oc1ccc2ccccc2c1C=NC12CN3CCN(CN(C3)C1)C2
  Epigenetic mod: -1.7%[20.6 µM]

[34] O=C(CC(c1ccco1)S(=O)(=O)c1ccccc1)c1ccc(F)cc1 (centres undefined)
  Epigenetic mod: 3.16µM*

More entries
cpd	molecule	Epigenetic mod
41	Cn1ncc2nnn(-c3ccccc3)c(=O)c21	-2.6%[20.6 µM]
42	O=C(COc1ccc(F)cc1)OCCN1CCOCC1	4.8%[20.6 µM]
43	C=CCn1c(-c2ccccc2)n[nH]c1=S	0.0%[20.6 µM]
44	COC(=O)c1ccc(=O)n(Cc2ccco2)c1	-1.6%[20.6 µM]
45	C1CNCCNCCCNCCNC1	-6.5%[20.6 µM]
46	COc1cccc(-c2nnc3sc(-c4ccco4)nn23)c1	-2.3%[20.6 µM]
47	Cc1ccc(-n2ncc3c(NCc4ccc5c(c4)OCO5)ncnc32)c(C)c1	11.1%[20.6 µM]
48	Cc1cc(C)c(C#N)c(SCc2[nH]nc3c2C(c2ccccc2)C(C#N)=C(N)O3)n1 (centres undefined)	-0.3%[20.6 µM]
49	CCSc1nc2sc3c(c2c2nnc(SCC(=O)NCc4ccco4)n12)CCCC3	-0.4%[20.6 µM]
50	COc1cccc(C2/C(=C(\O)c3ccc4c(c3)OCCO4)C(=O)C(=O)N2CCN(C)C)c1 (centres undefined)	?
51	CC12CN3CC(C)(CN(C1)C3c1ccc(Cl)cc1Cl)C2O (centres undefined)	0.0%[20.6 µM]
52	COc1cc(C)nc(Oc2ccc(OCCOc3ccc(C)cc3)nn2)n1	3.4%[20.6 µM]
53	CSc1nc2sc3c(c2c(=O)n1C1CCCCC1)CCN(C)C3	7.4%[20.6 µM]
54	Clc1ccccc1-c1nn2c(-c3ccccn3)nnc2s1	-3.8%[20.6 µM]
55	Cc1c(Cl)c(C(F)(F)F)nn1CC(=O)N1CCSCC1	-2.3%[20.6 µM]
56	CN(C)c1nc2n(c(=S)n1)CCS2	0.0%[20.6 µM]
57	CCN1CCc2c(C#N)c(NCc3ccccc3)nc(NCCO)c2C1	0.0%[20.6 µM]
58	Cc1cc(C)n(CC2CC(=O)N(c3ccc(C)c(Cl)c3)C2=O)n1 (centres undefined)	0.0%[20.6 µM]
59	COc1cc(/C=N/O)ccc1OCc1ccc(C(=O)O)cc1	-1.0%[20.6 µM]
60	Cc1nc2c(=O)n(C)c(=O)[nH]c2n1Cc1ccccc1	11.1%[20.6 µM]

Records listed above marked active in Epigenetic mod:
cpd	molecule	Epigenetic mod
34	O=C(CC(c1ccco1)S(=O)(=O)c1ccccc1)c1ccc(F)cc1 (centres undefined)	3.16µM*

Next section
cpd	molecule	Epigenetic mod
61	COc1cccc(C(=O)Nc2ccc(-c3nnc(-c4ccco4)o3)cc2)c1	-1.3%[20.6 µM]
62	CCCCc1c(C)nn(-c2nnc3c4ccccc4n(C)c3n2)c1C	-0.4%[20.6 µM]
63	Cc1cc(=O)oc2ccc(OCC(=O)N3CCc4ccccc43)cc12	5.5%[20.6 µM]
64	Cc1cc(=O)oc(C)c1C(=O)N[C@@H]1CCCCNC1=O	-1.6%[20.6 µM]
65	COc1ccc2c(C)nc(Nc3nc(C)cc(C)n3)nc2c1	2.6%[20.6 µM]
66	Cn1c(=O)c2c(nc(OCc3cccnc3)n2Cc2ccccc2)n(C)c1=O	2.1%[20.6 µM]
67	Cc1cc(=O)oc(C)c1C(=O)NC12CC3CC(CC(C3)C1)C2	11.5%[20.6 µM]
68	Cc1ccc(OCC(=O)N2CCC(N3CCCCCC3)CC2)cc1	3.8%[20.6 µM]
69	Cn1c(-n2c(-c3ccco3)nc3ccccc3c2=O)nc2ccccc21	-2.6%[20.6 µM]
70	Clc1ccc(SCc2cn3ccsc3n2)cc1	-2.2%[20.6 µM]
71	COc1ccc(Nc2oc(-c3cccs3)nc2C#N)cc1	-1.4%[20.6 µM]
72	CC1(C)Cc2c(sc3c4nnnn4c4nnnn4c23)CO1	2.0%[20.6 µM]
73	N#Cc1nc(COc2ccc(Br)cc2)oc1N1CCCC1	-2.3%[20.6 µM]
74	COc1ccc(C(=O)c2oc3nc(C)cc(C)c3c2N)cc1	0.0%[20.6 µM]
75	CCOc1nc(Oc2cccc(C(=O)O)c2)nc(Oc2cccc(C(=O)O)c2)n1	-2.6%[20.6 µM]
76	CCOC(=O)/C(C#N)=C1/SC(CCO)C(=O)N1c1ccccc1 (centres undefined)	0.0%[20.6 µM]
77	Cc1ccccc1N1C(=O)C2ON(c3ccccc3)C(c3ccncc3)C2C1=O (centres undefined)	3.8%[20.6 µM]
78	Cc1onc(-c2ccccc2Cl)c1C(=O)N1CCN(c2nc3ccccc3s2)CC1	-3.7%[20.6 µM]
79	COC(=O)C(NC(C)=O)(Nc1ccccc1)C(=O)OC	10.5%[20.6 µM]
80	Oc1c(C=NCc2ccncc2)sc2ccccc12	-0.3%[20.6 µM]
81	CCOc1ccc2nc(SCC(=O)Nc3ncccn3)[nH]c2c1	-3.7%[20.6 µM]
82	CC1(C)CC(=O)C2=C(C1)N(Cc1ccco1)C(=O)C2(NC(=O)c1cccnc1)C(F)(F)F (centres undefined)	-1.4%[20.6 µM]
83	N#Cc1c(SCC(N)=O)nsc1SCc1ccc(Cl)cc1	-2.6%[20.6 µM]
84	COc1cccc(C2C(C(=O)c3cc4ccccc4o3)=C(O)C(=O)N2CCN(C)C)c1OC (centres undefined)	-2.2%[20.6 µM]
85	CCSc1nnc(NC(=O)C(CC)(C(F)(F)F)C(F)(F)F)s1	0.0%[20.6 µM]
86	COc1ccc(/C=N/n2cncn2)cc1CSc1ccccn1	13.7%[20.6 µM]
87	Cc1c(C=NCCOCc2ccccc2)cnn1C	4.8%[20.6 µM]
88	Cn1c(Cn2cnc(Cl)c2Cl)nc2ccccc21	-0.5%[20.6 µM]
89	COc1ccc[nH]c1=O	0.0%[20.6 µM]
90	CC(=O)c1cc(CN2CCCCC2)cc(OC(C)C)c1	0.0%[20.6 µM]
91	CCOCCN(C(=O)COC)c1cccc(OC)c1	0.0%[20.6 µM]
92	CC1(C)CC(=O)C(CCCN2C(=O)c3ccccc3C2=O)C(=O)C1	-3.7%[20.6 µM]
93	CCC1CCCCN1c1nc(-c2cccc(OC)c2O)nc2ccccc12 (centres undefined)	-3.8%[20.6 µM]
94	CN(C)/C=C1\N=C(c2cccs2)OC1=O	2.6%[20.6 µM]
95	COc1ccc(OC)c(C2C(C(=O)c3sc(C)nc3C)=C(O)C(=O)N2CCN2CCOCC2)c1 (centres undefined)	-3.8%[20.6 µM]
96	COc1ccc(-c2cn3ccsc3n2)cc1	5.7%[20.6 µM]
97	CCn1c(SCC(=O)O)nc2sc3c(c2c1=O)CCC3	0.0%[20.6 µM]
98	Cn1c(NCC(O)c2ccccc2)nc2c1c(=O)n(Cc1ccc(Cl)cc1)c(=O)n2C (centres undefined)	15.8%[20.6 µM]
99	O=C(NCc1ccccn1)c1coc(=O)c(Br)c1	-1.6%[20.6 µM]
100	COc1cccc(C(=O)OCCN(C)C(C)(C)C)c1	2.3%[20.6 µM]
101	O=C(C1=C(O)C(=O)N(c2ncccn2)C1c1cccc(Cl)c1)c1ccco1 (centres undefined)	-2.6%[20.6 µM]
102	CCOc1ccc(C2/C(=C(/O)c3ccc(OC)cc3)C(=O)C(=O)N2c2cc(C)on2)cc1OC (centres undefined)	-1.7%[20.6 µM]
103	CCOP(=O)(c1ccccc1)C1(C#N)CCCC1 (centres undefined)	2.2%[20.6 µM]
104	CC(=O)c1cc2c(=O)c3ccccc3oc2nc1C	4.8%[20.6 µM]
105	CCOC(=O)CC1=C(C(=O)OCC)C(c2cc(OC)c(OC)cc2OC)C(C#N)=C(N)O1 (centres undefined)	4.4%[20.6 µM]
106	CC1CCCCN1C(=O)C12CCC(C)(/C(=N/O)C1)C2(C)C (centres undefined)	7.7%[20.6 µM]
107	Cc1ccc(N2C(=O)CC(Cn3nc(C)cc3C)C2=O)cc1 (centres undefined)	-1.3%[20.6 µM]
108	CC(C)N1CC=C2C(C#N)=C(N)C(C#N)(C#N)C(c3ccccc3)C2C1 (centres undefined)	-2.6%[20.6 µM]
109	Cn1c(=O)[nH]c(=O)c2c1nc(Br)n2CCSc1nnnn1-c1ccccc1	-1.4%[20.6 µM]
110	CCc1[nH]nc2c1C(c1ccc(Br)s1)C(C#N)=C(N)O2 (centres undefined)	2.2%[20.6 µM]
111	COC(=O)c1n[nH]c2ccccc12	0.0%[20.6 µM]
112	CCC(NC(=O)Nc1ncccc1C)(C(F)(F)F)C(F)(F)F	0.0%[20.6 µM]
113	COc1cccc(-c2nnc3sc(C4CCCCC4)nn23)c1	2.4%[20.6 µM]
114	COC(=O)c1ccc(CSc2ncnc3c2sc2nc(N4CCOCC4)c4c(c23)CCCC4)o1	5.6%[20.6 µM]
115	CCCc1cc(NCCN2CCOCC2)n2c(nc3ccccc32)c1C#N	3.7%[20.6 µM]
116	CC1(C)CC(=O)C(C=Nc2ccc(Cl)cn2)=C(O)C1	-3.7%[20.6 µM]
117	CCOC(=O)N1CCN(/C=C(\C#N)c2nc3ccccc3s2)CC1	-1.5%[20.6 µM]
118	O=c1[nH]c2cnccc2n1-c1ccccc1	0.0%[20.6 µM]

Bioassay records as filed in PubChem BioAssay.
